SARS 3CLpro inh – SARS-CoV 3CLpro protease inhibitors, primary screen, biochemical, quenched FRET. recombinant SARS-CoV 3CLpro, quenched FRET peptide cleavage. inhibition, % at 6 µM. actives 0.14% (n = 290,000). Replicase polyprotein 1ab (Severe acute respiratory syndrome coronavirus), P0C6X7. AID 1706, 2009; in the data active means inhibition above about 12%
Y pestis TopoI – Yersinia pestis topoisomerase I inhibitors, primary screen, biochemical, cleavage product accumulation, plate reader, single point. DNA topoisomerase I (Yersinia pestis CO92). activity, % at 10 µM. actives 0.064% (n = 360,000). Y. pestis Topo-I cleavage product accumulation; in the data active means activity above about 50%, passing the limit was not always enough; inconclusive means no clear call, values can overlap the other calls; further: inactives centre near 2
MazEF act – activators of E. coli MazEF toxin-antitoxin RNase, primary screen, biochemical, fluorescence, uHTS. activation, % at 20 µM. actives 0.32% (n = 350,000). FAM/BHQ RNA-DNA oligo cleavage fluorescence, 5 h. Endoribonuclease toxin MazF (Escherichia coli (strain K12)), P0AE70; in the data active means activation above about 50%
SSB-PriA inh – inhibitors of Klebsiella pneumoniae PriA binding to SSB C-terminal tail, primary screen, biochemical, AlphaScreen; PriA–SSB C-terminal tail interaction (Klebsiella pneumoniae); AlphaScreen SSBct-PriA binding, biotinylated peptide; inhibition, % at 33 µM; actives 0.6% (n = 430,000); in the data active means inhibition mostly above about 37%, no sharp cut-off; inactive means mostly below about 20%;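 further: plate controls were negative control peptide for no effect and reference peptide for full effect; strong numbers were not always called active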
Rv3671c inh – Rv3671c serine protease inhibitors, primary screen, biochemical, fluorescence polarization, M. tuberculosis H37Rv; P9WHR9; inhibition, % at 5.96 µM; actives 0.048% (n = 320,000); in the data active means inhibition above about 38%;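 further: extracellular domain of Rv3671c used as enzyme; 0% = enzyme with DMSO and 100% = no enzyme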
PfHsp40 rescue – rescue of yeast from PfHsp40 toxicity, primary screen, S. cerevisiae, ATP luminescence; actives 0.68% (n = 340,000); S. cerevisiae expressing PfHsp40, growth rescue; AID 504582, 2011; growth rescue, % at 12.5 µM; in the data active means growth rescue above about 28%, passing the limit was not always enough; inconclusive means no clear call, values can overlap the other calls;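 further: yeast W303a lacking pdr1 and pdr3 grown in galactose medium; growth measured after three days at 30 °C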
Anthrax LF prot – Bacillus anthracis LF protease inhibitors, primary screen, biochemical, multiplex microsphere, MLPCN library. multiplex microsphere protease cleavage assay. inhibition, % at 10 µM. Lethal factor (Bacillus anthracis), P15917. actives 0.12% (n = 360,000). AID 588501, 2011; in the data active means inhibition above about 30%; inconclusive means no clear call, values can overlap the other calls; further: plate controls were buffer without enzyme for full effect and enzyme alone for no effect
Vc quorum ag – inducers of Vibrio cholerae quorum light production without autoinducers, primary screen, BH1578 luxS cqsA deficient, single point. V. cholerae BH1578 lux reporter, luminescence, 6 h. activation, % at 18.7 µM. actives 0.16% (n = 350,000). AID 588436, 2011; in the data active means activation mostly above about 9.7%, no sharp cut-off; inconclusive means no clear call, values can overlap the other calls; inactive means mostly below about 3.7%; further: not every result past the cut was called active; inactives centre near 0; reference of the scale not given here
TcdB GH inh – TcdB glycohydrolase inhibitors, primary screen, biochemical, single point, plate reader; actives 0.24% (n = 350,000); AID 652162, 2013; inhibition, % at 9.99 µM; TcdB glycohydrolase enzymatic assay; in the data active means inhibition above about 10%
VHR inh abs – VHR1 phosphatase inhibitors, primary screen, biochemical, absorbance, uHTS. inhibition, % at 13.3 µM. actives 0.52% (n = 290,000). recombinant VHR phosphatase, pNPP absorbance; in the data active means inhibition above about 50%; further: some compounds called inactive have numbers as strong as hits
* = called active by the depositor; i = inactive; ? = inconclusive; nt = not tested or not shown; & = joins results of further samples.

Values in the order – SARS 3CLpro inh, Y pestis TopoI, MazEF act, SSB-PriA inh, Rv3671c inh, PfHsp40 rescue, Anthrax LF prot, Vc quorum ag, TcdB GH inh, VHR inh abs
O=C(COc1ncnc2ccccc12)Nc1ccc(Cl)c([N+](=O)[O-])c1
→ -1, -8, 2, 18, -3, -1.0, 1, -0.4, 0.0, 6
S=C(NCCN1CCOCC1)N/N=C/c1ccccc1
→ 1, 9, 10, nt, 10, -0.2, 0, -0.2, 1.1, 2
CCOC(=O)C1(CCOc2ccccc2)CCN(Cc2ccc(OC)c(COC)c2)CC1
→ -1, 14, -4, -8, 5, 1.3, 17, -0.6, 1.1, 26
Cc1cc(NC(=O)Nc2cc(C)nn2-c2ccccc2)n(-c2ccccc2)n1
→ -1, 3, 1, -11, 2, 1.4, 1, 2.9, nt, 8
O=C(COC(=O)c1ccc(O)cc1O)Nc1cccc2ccccc12
→ nt, -2, 1, -17, -12, -0.4, 2, -5.5, 7.4, nt
COc1ccc(C(=O)NCc2nnc(SCC(=O)c3ccccc3)n2C)cc1OC
→ nt, -3, 0, 9, -2, -0.1, 0, 0.2, 0.1, nt
CCc1ccccc1NC(=O)COc1ccc2oc(-c3ccc(OC)cc3)cc(=O)c2c1
→ 1, 26, 13, 9, 7, -2.0, -5, -0.6, 1.4, -4
O=C(CN1CCCCCC1)Nc1ccccc1Oc1ccccc1
→ 1, 42, -6, -16, 1, -0.3, -2, -0.4, 0.7, -4
CC(C)c1ccc(C(CC(=O)O)NC(=O)c2cccs2)cc1 (stereo unspecified)
→ 4, -3, -4, -8, 2, -1.6, -2, 0.3, 0.4, -2
CCOCCCNC(=O)C(c1ccccc1)N(Cc1cccs1)C(=O)CNC(C)=O (stereo unspecified)
→ 5, 2, 3, -14, -11, -1.2, 1, 0.0, nt, -17
COc1ccc(S(=O)(=O)N2CCCOC2CNC(=O)C(=O)NCCCn2ccnc2)cc1OC (stereo unspecified)
→ -4, -11, 0, -6, 7, -0.5, -1, -0.2, 1.1, 6
CN1c2ccsc2/C(=N/Nc2ccccc2)CS1(=O)=O
→ -4, -1, -4, nt, 9, 3.5, -2, -0.4, -3.3, 2
O=C(Nc1cccc(C2OCCCO2)c1)c1cccs1
→ 7, 3, 1, -1, -2, 0.2, -4, -0.2, nt, -8
CC(=O)Oc1ccc(N2C(=O)c3cccc4c([N+](=O)[O-])ccc(c34)C2=O)cc1
→ 3, 1, -1, 0, 10, 0.5, nt, i, 0.1, 11
O=C(CC1CCS(=O)(=O)C1)Nc1ccc[nH]c1=O (stereo unspecified)
→ 2, -4, 6, 1, 4, -0.3, 0, nt, nt, -25
CCn1c(SCC(=O)N(C)C)nc2cc(S(=O)(=O)N3CCOCC3)ccc21
→ nt, 3, -1, 1, 5, -0.1, -3, -0.3, 1.7, nt
Cc1ccc2c(c1)C(c1ccccc1)N(C(=O)c1ccc3c(c1)OCO3)CC(=O)N2 (stereo unspecified)
→ 2, 6, 7, -12&-5, 10, 0.2, 5, -0.3, 1.7, -1
O=C(c1noc2c1CCCC2)N1CCOCC1
→ -1, -2, 9, -2, 7, 0.4, -1, 0.2, 1.4, -5
CCC(SC1=N/C(=C/c2ccccc2)C(=O)N1c1ccccc1)C(=O)Nc1cc(C)on1 (stereo unspecified)
→ -2, 4, 10, 2, -20, 1.7, -5, -3.1, 1.3, 12
COc1cc2c(cc1OC)C(c1ccc(C(F)(F)F)cc1)CC(=O)N2 (stereo unspecified)
→ -3, 8, 6, -4, 6, 0.0, -5, -0.5, 1.6, 27
Cc1ccc(-c2n[nH]c(=O)c3ccccc23)cc1S(=O)(=O)NCC1CCCO1 (stereo unspecified)
→ -2, 0, 7, -24, -6, 0.4, 8, 0.4, 0.9, 41
OC1(C2(O)CC(c3ccccc3)ON2)CCCCC1 (stereo unspecified)
→ 2, -4, 5, -17, 10, 0.1, nt, i, nt, 29
Cc1noc(C)c1S(=O)(=O)N1CCC(C(=O)O)CC1
→ nt, -1, 7, 0&-21, 2, 0.2, 1, 4.8, -0.2, nt
COC(=O)c1ccccc1-c1ccc(/C=C2\C(=O)N(c3ccccc3)N=C2c2ccccc2)o1
→ -4, -8, -4, 1, -1, -0.4, -4, -0.6, nt, -3
COc1ccc(C)cc1NC(=O)COC(=O)c1c(C)nn(-c2ccccc2)c1C
→ nt, 27, 8, -3, -11, 2.8, 4, -2.1, 0.0, nt
O=C1C=C(c2ccc(Cl)nc2)C[C@@H](c2ccc3c(c2)OCO3)C1
→ nt, 21, -2, -12, -3, 2.0, -11, i, nt, nt
CCOC(=O)N1CCN(C(=O)C2CCC(=O)N(CCCc3ccccc3)C2)CC1 (stereo unspecified)
→ -2, -10, 3, -6, nt, -0.3, 1, i, 1.9, 23
CCOC(=O)CN1C(=O)N[C@H](c2ccc(Br)cc2)C(C(C)=O)=C1C
→ -2, 9, 5, -7, -8, 0.1, -5, -0.5, -1.1, -18
COCCN1C[C@@H](CO)O[C@@H](n2cnc3c(NCCCO)ncnc32)C1
→ nt, -6, nt, nt, nt, nt, 0, 0.0, 1.6, nt
Cc1ccccc1NC(=O)c1ccc2c(c1)OCCO2
→ 0, 2, 10, -3, 4, -1.7, -3, 8.3, nt, 5

Continued.
Values in the order – SARS 3CLpro inh, Y pestis TopoI, MazEF act, SSB-PriA inh, Rv3671c inh, PfHsp40 rescue, Anthrax LF prot, Vc quorum ag, TcdB GH inh, VHR inh abs
Cc1[nH]nc2c1-c1nc3ccccc3nc1C(C)(C)C2
→ 0, 2, 0, -7, -13, -0.8, -1, 21, nt, -8
CN(C)C1=NC(N(C)C)=NP(N(C)C)(N(C)C)=N1
→ -2, 1, -1, -12, 2, -0.7, 0, -0.6, nt, 46
COc1ccccc1-c1ccc(/C=C2/C=C(C)OC2=O)o1
→ 3, -5, -4, -3, -8, -0.7, 1, -0.3, nt, -11
NC(=O)COc1ccc(C(=O)NCC2(N3CCOCC3)CCCCC2)cc1
→ nt, 0, -12, 5, 1, 3.2, -8, i, 0.4, nt
CCOC(=O)C[n+]1ccc2c([nH]c3ccccc32)c1C
→ -2, -2, 7, 12, -1, -1.4, -11, i, 0.2, -8
CCC(C)c1ccccc1NC(=O)COc1ccc(-c2nnco2)cc1 (stereo unspecified)
→ nt, -11, -4, -6, nt, 0.4, 1, i, 0.5, nt
CCc1c(C)nc(N2CCN(c3ccc(F)cc3)CC2)[nH]c1=O
→ 4, 4, 2, -2, nt, -2.5, -6, -0.4, 1.9, 11
O=C(COC(=O)/C=C/c1ccc(C(F)(F)F)cc1)NCc1ccco1
→ -6, -3, -6, -16, -7, -0.4, 0, i, 1.8, 26
Cc1nc(SCC(=O)N(CC(C)C)C2CCS(=O)(=O)C2)c(C#N)c(C)c1C (stereo unspecified)
→ nt, 24, -6, 2, nt, 0.1, -4, -0.6, 0.3, nt
COc1cc2c(cc1NC(=O)CN(C)Cc1ccc(OC)c(OC)c1)oc1ccccc12
→ -6, 25, -4, -11, -22, 0.5, -2, -2.3, 0.1, 36
CCOc1ccc(N(CC(=O)N/N=C/c2ccc(OC(C)C)cc2)S(C)(=O)=O)cc1
→ 6, 22, 2, nt, 4, -1.3, 3, -0.3, 0.2, -5
Cc1ccc(NC(=O)CSc2nnc(CCNC(=O)OC(C)(C)C)o2)c(C)c1
→ -1, -8, -2, -2, 2, 0.6, 8, -0.3, nt, 31
CCOC(=O)Nc1c(C(=O)OC)[nH]c2cccc(OC)c12
→ 0, 4, 1, -3, 3, 2.0, 2, 11, nt, -6
CN(C(=O)c1ccco1)c1nc2c(s1)CCCC2
→ 8, 0, -1, -11, 0, -0.3, -4, -1.7, nt, -2
Cc1ccc(N2C(=O)C3C(C(=O)c4ccccc4)=NN(c4ccccc4)C3C2=O)cc1 (stereo unspecified)
→ 2, 4, -137, -13, -7, -0.1, 4, -0.5, -0.1, -2
O=C1CC(c2ccc(O)cc2)Oc2cc(O)cc(O)c21 (stereo unspecified)
→ -2, -1, 5, -13, -20, 1.4, -4, i, 1.6, 9
COc1ccc(NC(C)=O)cc1NC(C)c1nc2sc(C)c(C)c2c(=O)[nH]1 (stereo unspecified)
→ 5, -13, 5, 19, 0, -0.6, 1, -0.4, 0.5, -6
CCC(C(=O)N/N=C(\C)c1cccnc1)c1ccccc1 (stereo unspecified)
→ 3, 8, 0, nt, 9, -0.9, nt, i, -2.7, -6
Cc1nn(C)c(C(=O)NC(=S)Nc2ccc([N+](=O)[O-])cc2)c1Cl
→ 0, -4, 7, 17, nt, 1.4, ?, i, -0.7, 8
CCOC(=O)C1(C/C(C)=N/NC(N)=O)CC(C)(C)OC1=O (stereo unspecified)
→ -2, 3, 5, nt, 7, -0.4, -2, -0.8, 1.1, -8
CCCCNC(=O)c1sc2nc(C)cc(COC)c2c1-n1cccc1
→ 5, 5, 1, -14, -10, -1.0, -6, -1.4, nt, 24
CC(=O)Nc1cccc(-c2csc(C(C)(O)c3ccccc3)n2)c1 (stereo unspecified)
→ nt, 1, nt, nt, nt, nt, -6, -0.1, 2.0, nt
Cc1ccc(NC(=O)COC(=O)CCc2c[nH]c3ccccc23)c(C)c1
→ nt, 15, 1, 13, 1, 1.8, -1, -0.6, -3.0, nt
C[C@H]1CN([C@@H](C)CO)C(=O)c2cc(Br)cnc2O[C@@H]1CN(C)C(=O)CN(C)C
→ nt, -1, 3, nt, nt, nt, -8, -0.2, 0.0&-1.1, nt
Cc1ccc(C)n1-n1cnc2sc3c(c2c1=O)CCC3
→ 6, -5, 4, -7, 0, 0.5, 0, i, nt, 27
CC(=O)Nc1cccc(NC(=O)COC(=O)CO/N=C(\C)c2ccc3c(c2)OCO3)c1
→ -2, 1, -11, nt, -5, -0.6, 2, -0.4, 0.8, 15

Among those listed so far, two have bromine.
Values in the order – SARS 3CLpro inh, Y pestis TopoI, MazEF act, SSB-PriA inh, Rv3671c inh, PfHsp40 rescue, Anthrax LF prot, Vc quorum ag, TcdB GH inh, VHR inh abs
CCOC(=O)CN1C(=O)N[C@H](c2ccc(Br)cc2)C(C(C)=O)=C1C
→ -2, 9, 5, -7, -8, 0.1, -5, -0.5, -1.1, -18
C[C@H]1CN([C@@H](C)CO)C(=O)c2cc(Br)cnc2O[C@@H]1CN(C)C(=O)CN(C)C
→ nt, -1, 3, nt, nt, nt, -8, -0.2, 0.0&-1.1, nt

Bioassay records: PubChem BioAssay, several laboratories

Some of the compounds tested; rates above refer to the full screens.
